TCR-CD3 inh = human TCR-CD3 binding inhibition; TAMRA-labeled TCR probe fluorescence, biochemical; inhibition, % at 9.4 µM; hit rate 0.37% among 360,000; in the data active = inhibition above about 19%;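 note: recombinant mutant TCR 2C K166C tagged with TAMRA read by polarization; 0% = receptor in buffer alone and 100% = receptor with positive control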
mABHD4 FP = inhibitors of mouse ABHD4. Q8VD66. purified mABHD4, FP-Rh probe fluorescence polarization. inhibition, % at 8.92 µM. hit rate 0.54% among 370,000;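 active = inhibition exceeding the mean over every tested compound plus 3 SD, cut at about 30% in these data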;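 note: 0% = plate median of compound wells and 100% = S159A mutant with DMSO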
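Test system: mouse ABHD4 enzyme, wild type. Reagent: FP-Rh fluorescent activity-based probe, added after compound pre-incubation. Timing: pre-incubation 45 min, probe exposure 60 min, at 25 °C. Technique: FP readout, ex 525 nm / em 598 nm. Benchmarks: high control S159A mutant with DMSO, low control median of compound wells.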
MBD2 DNA inh = blocks human MBD2 binding to methylated DNA; AID 686964; TR-FRET, MBD2 binding to methylated oligonucleotide; inhibition, % at 4.4 µM; hit rate 0.31% among 370,000; Q9UBB5; in the data active = inhibition above about 13%
HTRA1 inh = HTRA1 (human) protease inhibition. Q92743. recombinant HTRA1, FP-rhodamine activity-based probe, fluorescence polarization. inhibition, % at 5.96 µM. hit rate 0.5% among 340,000; in the data active = inhibition above about 36%;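 note: 0% = enzyme with DMSO and 100% = wells lacking enzyme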
GC-B act = GC-B (human) receptor activation. AID 1920062. HEK293-GC-B cells, CNP EC30, cGMP TR-FRET; 0% at EC30 CNP, 100% saturating CNP. P20594. activation, % at 10 µM. hit rate 0.11% among 370,000;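 active = activation at 10 µM reaching about 35% in either raw or pattern-adjusted values, limit read from the data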
rCAG RNA binder = binds r(CAG) RNA repeats; r(CAG) RNA repeat, TO-PRO-1 dye displacement fluorescence; inhibition, % at 3 µM; hit rate 1.3% among 370,000; AID 651821;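 active = inhibition above the plate cutoff, the mean of all test compounds on that plate plus 3 SD, cut at about 35% in these data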;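 note: 0% = DMSO alone and 100% = 100 µM mitoxantrone as full dye displacement; higher means more dye released from RNA so lower well fluorescence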
PRMT1 inh = blocks human protein arginine methyltransferase 1; Q99873; recombinant PRMT1, activity-based probe fluorescence polarization; inhibition, % at 2.79 µM; hit rate 1.3% among 370,000; AID 652257;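 active = inhibition above about 21% made by adding two undisclosed values, limit read from the data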
NPR1 activator = GC-A (human) enzyme activation | HEK293 GC-A cells, cGMP TR-FRET, EC30 ANP; 0% at EC30 ANP, 100% saturating ANP | activation, % at 10 µM | hit rate 0.14% among 370,000 | P16066; in the data active = activation above about 40%
Target sequence (P16066 whole entry, looked up): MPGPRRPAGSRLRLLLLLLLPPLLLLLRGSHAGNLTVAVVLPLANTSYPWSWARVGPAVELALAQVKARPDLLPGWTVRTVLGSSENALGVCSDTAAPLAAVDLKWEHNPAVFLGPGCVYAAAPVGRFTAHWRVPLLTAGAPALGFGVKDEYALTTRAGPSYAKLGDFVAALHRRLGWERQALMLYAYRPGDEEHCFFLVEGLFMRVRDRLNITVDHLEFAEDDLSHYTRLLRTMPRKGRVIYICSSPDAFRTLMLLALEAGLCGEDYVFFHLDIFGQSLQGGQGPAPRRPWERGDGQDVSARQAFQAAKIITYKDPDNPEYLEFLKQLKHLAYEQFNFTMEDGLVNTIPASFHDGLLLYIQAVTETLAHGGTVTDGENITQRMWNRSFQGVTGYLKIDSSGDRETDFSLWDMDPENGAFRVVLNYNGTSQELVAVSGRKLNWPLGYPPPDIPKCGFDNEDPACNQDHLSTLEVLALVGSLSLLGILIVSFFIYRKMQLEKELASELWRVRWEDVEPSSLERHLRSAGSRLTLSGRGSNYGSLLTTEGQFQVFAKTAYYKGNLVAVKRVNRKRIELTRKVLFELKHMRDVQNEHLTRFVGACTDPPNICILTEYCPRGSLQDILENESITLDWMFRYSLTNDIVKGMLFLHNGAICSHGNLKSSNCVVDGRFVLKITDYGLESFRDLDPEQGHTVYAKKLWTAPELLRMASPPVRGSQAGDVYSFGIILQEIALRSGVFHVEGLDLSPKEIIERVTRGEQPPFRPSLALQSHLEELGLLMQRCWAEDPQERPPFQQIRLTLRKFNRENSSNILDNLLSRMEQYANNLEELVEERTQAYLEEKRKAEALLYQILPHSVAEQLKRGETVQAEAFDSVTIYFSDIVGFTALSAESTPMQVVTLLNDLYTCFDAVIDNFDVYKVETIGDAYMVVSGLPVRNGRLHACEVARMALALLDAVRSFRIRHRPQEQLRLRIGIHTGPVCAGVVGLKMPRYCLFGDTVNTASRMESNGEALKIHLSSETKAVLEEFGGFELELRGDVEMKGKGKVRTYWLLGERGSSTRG
UHRF1 binding = human UHRF1 methylated DNA binding inhibitors; Q96T88; UHRF1 binding to methylated oligo, TR-FRET; inhibition, % at 4.4 µM; hit rate 0.75% among 370,000; in the data active = inhibition above about 21%;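 note: UHRF1 SRA domain binding a hemimethylated CpG hairpin DNA probe; 0% = median of test compound wells and 100% = reference inhibitor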
SIAE inh = inhibitors of human sialic acid acetylesterase SIAE; SIAE FP-Rh probe binding, fluorescence polarization; Q9HAT2; inhibition, % at 9.66 µM; hit rate 0.69% among 370,000;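 active = inhibition above a cutoff: mean of compounds within the control limits plus 3 SD of those, cut at about 17% in these data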;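 note: 0% = plate median of compound wells and 100% = probe without SIAE protein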
The depositor's hits bear a star; nt = no result given. The list is partial; count on the stated rates, not on these rows.

Sequence of screens – NPR1 activator, MBD2 DNA inh, PRMT1 inh, HTRA1 inh, TCR-CD3 inh, rCAG RNA binder, UHRF1 binding, SIAE inh, GC-B act, mABHD4 FP
(1) Cc1ccc(S(=O)(=O)NCCCNC(=O)c2ccccc2)cc1
→ -1.9, 2.9, 1.0, 3.7, 0.6, -1.5, -0.9, 1.3, 3.5, 2.2
(2) Cn1nc(C(=O)Nc2nc3ccccc3[nH]2)c2ccccc2c1=O
→ 3.0, 3.9, -1.6, -0.4, 3.6, 2.0, -10.1, -4.0, 3.0, 5.4
(3) CCN(CC)S(=O)(=O)c1cc(NC(=O)CCNC(=O)c2ccco2)ccc1C
→ -1.0, -1.5, -0.5, -0.7, 9.5, -3.5, -3.9, 1.4, 0.2, -1.6
(4) C=C1CCCC2OC(CC3=CC4/C(C)=C/CC(C)CC(/C=C(\C)C(O)C5CC(O)C(O)C(CCC(O)/C=C/C(C)=C/CCC6=NCCC(C3)C64C)O5)OC(=O)CC3OC(C(O)C1)C(O)C3O)CC(O)C2O (stereo unspecified)
→ 3.5, -0.5, -0.5, nt, 1.8, -3.5, 3.6, -4.0, 1.9, 3.3
(5) O=C(Nc1cccc(C(F)(F)F)c1)C1Cc2c(-c3ccc(Cl)cc3)ccnc2O1 (stereo unspecified)
→ -2.0, -2.5, -2.1, nt, 3.3, 3.3, -1.9, -39.2, 6.3, -9.6
(6) CSc1oc(-c2ccco2)nc1S(=O)(=O)c1ccc(Br)cc1
→ -0.2, -3.4, 10.2, -20.4, -4.7, 14.7, -0.6, -3.8, 4.4, 2.8
(7) CCOC(=O)CC(=O)c1[nH]c(C)c(C(=O)OCC)c1C
→ 4.3, -7.3, -5.2, 2.6, -0.6, -1.8, -1.6, 5.0, 1.6, 1.8
(8) COc1ccc(N2CC(C(=O)NCc3ccco3)CC2=O)cc1 (stereo unspecified)
→ -2.7, 3.0, 5.1, 3.8, -4.4, 2.3, -0.6, -1.1, 1.6, 6.1
(9) Cc1cc(C)n2nc(N)c(N=Nc3ccc4c(c3)OCO4)c2n1
→ -1.9, -0.8, -3.7, -7.2, 2.5, 3.8, -4.7, 4.0, -6.9, -13.8
(10) CC(C)C[C@@H]1COc2cc(N3CCSCC3)ccc2S(=O)(=O)N1C
→ 3.3, 3.3, -0.2, nt, nt, 4.9, -0.4, 0.7, -0.5, 2.6
(11) C=CCNC(=S)N1CCN(CCN=CC2=C(O)CC(c3cccs3)CC2=O)CC1 (stereo unspecified)
→ -1.3, 1.2, -0.8, 0.4, 6.5, -5.4, -0.5, 5.2, -6.2, 4.4
(12) COc1ccc(NS(=O)(=O)CC(C)C)c(OC)c1
→ -0.1, -0.1, -0.5, 5.2, 1.2, 0.4, 0.3, -1.8, -1.8, -3.5
(13) COc1ccc(CNC(=O)CSc2nc(SC)ns2)cc1
→ -2.9, -2.0, -0.2, 0.1, 5.7, 0.8, 4.6, 1.4, 5.7, 5.8
(14) Cc1cc(N2CC(C(=O)NCc3cccs3)CC2=O)ccc1C(C)C (stereo unspecified)
→ 0.2, 1.8, -1.7, -2.2, 5.3, 1.4, -2.4, 18.0*, -4.2, 0.4
(15) CC(C)CNC(=O)c1cccc(NC(=O)c2ccc(Cl)c([N+](=O)[O-])c2)c1
→ 2.7, -1.4, -1.3, -10.5, 3.5, -1.7, -3.0, -9.8, 3.6, -6.0

An excerpt from above in order of heavy-atom count, descending.
Sequence of screens – NPR1 activator, MBD2 DNA inh, PRMT1 inh, HTRA1 inh, TCR-CD3 inh, rCAG RNA binder, UHRF1 binding, SIAE inh, GC-B act, mABHD4 FP
(10) CC(C)C[C@@H]1COc2cc(N3CCSCC3)ccc2S(=O)(=O)N1C
→ 3.3, 3.3, -0.2, nt, nt, 4.9, -0.4, 0.7, -0.5, 2.6
(7) CCOC(=O)CC(=O)c1[nH]c(C)c(C(=O)OCC)c1C
→ 4.3, -7.3, -5.2, 2.6, -0.6, -1.8, -1.6, 5.0, 1.6, 1.8
(12) COc1ccc(NS(=O)(=O)CC(C)C)c(OC)c1
→ -0.1, -0.1, -0.5, 5.2, 1.2, 0.4, 0.3, -1.8, -1.8, -3.5

Back to the main list, repeating the 3 entries before the break.
Sequence of screens – NPR1 activator, MBD2 DNA inh, PRMT1 inh, HTRA1 inh, TCR-CD3 inh, rCAG RNA binder, UHRF1 binding, SIAE inh, GC-B act, mABHD4 FP
(13) COc1ccc(CNC(=O)CSc2nc(SC)ns2)cc1
→ -2.9, -2.0, -0.2, 0.1, 5.7, 0.8, 4.6, 1.4, 5.7, 5.8
(14) Cc1cc(N2CC(C(=O)NCc3cccs3)CC2=O)ccc1C(C)C (stereo unspecified)
→ 0.2, 1.8, -1.7, -2.2, 5.3, 1.4, -2.4, 18.0*, -4.2, 0.4
(15) CC(C)CNC(=O)c1cccc(NC(=O)c2ccc(Cl)c([N+](=O)[O-])c2)c1
→ 2.7, -1.4, -1.3, -10.5, 3.5, -1.7, -3.0, -9.8, 3.6, -6.0
(16) CCN(C(=O)CSc1nc2ccccc2n1CC)C1CCS(=O)(=O)C1 (stereo unspecified)
→ -1.7, 1.8, 2.8, 3.5, -3.5, -2.9, 1.0, -3.7, -3.0, -1.7
(17) CCOC(=O)CC1=NS(=O)(=O)c2ccccc2N1
→ 2.2, -2.9, 2.8, 3.4, 0.1, 4.3, -1.6, 2.4, -5.6, -3.1
(18) CN(CC(=O)NC1CCN(Cc2ccccc2)CC1)S(=O)(=O)c1ccc(Cl)s1
→ -4.7, 6.2, 6.2, 8.1, -5.3, -0.9, 3.1, -1.8, -2.0, -5.3
(19) COc1ccc(-c2nc(CS(=O)CC(=O)NCCN3CCCCC3C)c(C)o2)cc1OC (stereo unspecified)
→ 0.7, -0.1, -1.7, 0.3, 9.7, -3.9, -1.1, 1.4, -0.3, 0.4
(20) Cc1c(-n2c(=O)n(Cc3ccccc3)c(=O)c3[nH]cnc32)cccc1S(C)=O (stereo unspecified)
→ 4.2, 4.7, 3.2, 9.9, -4.8, 0.7, 3.4, -5.6, 3.4, -2.1
(21) O=C(C1=C[C@H](c2coc3ccccc3c2=O)C[C@H](OCCCCO)O1)N1CCN(Cc2ccc3c(c2)OCO3)CC1
→ 2.2, -6.0, -0.2, -2.9, -5.8, -6.8, -1.5, 9.1, -3.2, 0.7
(22) CCN1Cc2c(cc(OC)c(OC)c2OC)-c2ccccc2S1(=O)=O
→ -4.0, -7.2, 4.7, 6.5, 2.6, 1.3, -0.2, -4.4, -0.6, 4.9
(23) CN1CCN(C(=O)c2cc3sc4ccccc4c3s2)CC1
→ 7.0, 0.0, 4.2, nt, -3.6, -5.0, 0.7, -6.4, 0.8, -9.7
(24) C=CCN1[C@H](CC(C)C)COc2cc(N3CCCC3)ccc2S1(=O)=O
→ 0.1, -2.5, -0.1, nt, nt, 2.9, -0.7, -1.3, 1.8, 0.1
(25) COC(=O)CN1C2(C#N)CCCCC2CC2CCCCC21C#N (stereo unspecified)
→ -2.4, -1.0, 1.7, 6.9, 3.7, 0.4, 1.1, 0.3, 5.5, 2.0
(26) Cc1ccc(OCC(=O)N(Cc2ccccc2)C2CCS(=O)(=O)C2)c([N+](=O)[O-])n1 (stereo unspecified)
→ -1.1, 0.8, -4.5, 2.3, 5.0, -3.2, -3.0, 7.0, -0.5, 0.9
(27) CC1=CC(=O)CC2C1(C)CCC(C)C2(C)CCC(C)CC(=O)O (stereo unspecified)
→ 3.3, -5.3, 11.7, -0.4, 4.1, 5.7, 0.3, 1.7, 3.4, 2.1
(28) O=C(Nc1ccc(C(=O)N2CCCC2)cc1)c1cc(F)c(F)cc1Cl
→ 0.9, -3.0, -4.4, 4.0, 2.2, 1.7, -2.1, 7.0, -1.8, 0.2

Arranged by the number under HTRA1 inh (falling): 5 from the list above.
# | molecule | HTRA1 inh
20 | Cc1c(-n2c(=O)n(Cc3ccccc3)c(=O)c3[nH]cnc32)cccc1S(C)=O (stereo unspecified) | 9.9
25 | COC(=O)CN1C2(C#N)CCCCC2CC2CCCCC21C#N (stereo unspecified) | 6.9
22 | CCN1Cc2c(cc(OC)c(OC)c2OC)-c2ccccc2S1(=O)=O | 6.5
8 | COc1ccc(N2CC(C(=O)NCc3ccco3)CC2=O)cc1 (stereo unspecified) | 3.8
1 | Cc1ccc(S(=O)(=O)NCCCNC(=O)c2ccccc2)cc1 | 3.7

From PubChem
